CHO parental Ca: counter-screen: ATP calcium response change in parental CHO cells; parental CHO-K1, ATP-induced calcium, Fluo-8 fluorescence; inhibition, % at 5.6 µM; 0.63% of 330,000 active; AID 463079;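 active = inhibition above that plate's mean sample inhibition plus 3 SD, cut at about 26% in these data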;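 note: 0% = ATP-challenged DMSO wells and 100% = DMSO wells without ATP; some compounds past the cut are filed as inactive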
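Measured by: calcium-sensitive Fluo-8 fluorescence / Test system: CHO parental line / Controls: ATP-challenged DMSO wells low, unchallenged DMSO wells high / Measure: % inhibition / Compound: single nominal dose of 5.6 µM per compound / Replicates: single well per compound, no replicates / Reagent: ATP as calcium-mobilizing challenge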
CHO-K1 Ca ag: nonselective activator or artifact in parental CHO-K1 cells; Fluo-8 calcium fluorescence; scaled to maximal ATP response, vehicle zero; activation, % at 3 µM; 0.48% of 360,000 active; in the data active = activation above about 15%;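 note: untransfected CHO-K1 host cells lacking M1 receptor as counterscreen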
M1 ag: human M1 muscarinic receptor agonism. CHO-K1 hM1, Fluo-8 calcium fluorescence, agonist mode; 0% DMSO, 100% acetylcholine EC100. AID 588814. activation, % at 3 µM. 0.33% of 360,000 active. P11229;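 active = activation above the run's mean compound activation plus 3 SD, cut at about 16% in these data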;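 note: peak over basal fluorescence ratio within a 140 s kinetic read after compound addition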
Target sequence (P11229 whole entry, looked up): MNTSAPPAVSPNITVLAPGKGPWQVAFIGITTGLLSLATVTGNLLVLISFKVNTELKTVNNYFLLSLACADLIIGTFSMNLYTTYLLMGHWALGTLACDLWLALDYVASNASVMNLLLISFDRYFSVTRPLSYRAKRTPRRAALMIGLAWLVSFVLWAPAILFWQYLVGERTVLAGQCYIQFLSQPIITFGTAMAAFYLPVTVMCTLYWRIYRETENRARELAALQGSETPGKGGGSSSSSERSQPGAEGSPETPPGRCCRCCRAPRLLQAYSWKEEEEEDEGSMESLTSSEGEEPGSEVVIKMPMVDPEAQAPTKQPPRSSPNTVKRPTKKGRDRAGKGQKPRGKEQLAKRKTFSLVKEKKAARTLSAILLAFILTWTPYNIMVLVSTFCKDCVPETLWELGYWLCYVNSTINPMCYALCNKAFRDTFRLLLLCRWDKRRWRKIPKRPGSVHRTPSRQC
TAAR1 antag: antagonists of human TAAR1 | Q96RJ0 | CHO RD-HGA16 TAAR1, Fluo-8 calcium fluorescence, antagonist | inhibition, % at 3 µM | 1.5% of 360,000 active | AID 624466;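 active = inhibition above a per-plate cutoff, the mean inhibition of test compounds on that plate plus 3 SD, cut at about 49% in these data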;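 note: 0% = DMSO plus EC80 beta-PEA response and 100% = DMSO alone without agonist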
Target sequence (Q96RJ0 whole entry, looked up): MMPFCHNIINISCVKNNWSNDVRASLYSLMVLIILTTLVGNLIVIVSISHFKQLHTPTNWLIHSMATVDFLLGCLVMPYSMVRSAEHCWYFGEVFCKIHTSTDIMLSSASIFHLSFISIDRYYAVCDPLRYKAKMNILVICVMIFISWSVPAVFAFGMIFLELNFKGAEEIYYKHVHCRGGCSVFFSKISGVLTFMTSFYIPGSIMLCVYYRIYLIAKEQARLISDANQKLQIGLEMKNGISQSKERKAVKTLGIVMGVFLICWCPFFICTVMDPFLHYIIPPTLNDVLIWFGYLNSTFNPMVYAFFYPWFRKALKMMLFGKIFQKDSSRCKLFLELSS
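Assay system: CHO-derived RD-HGA16 cells stably expressing human TAAR1 plus Gα16. Timing: 140 s kinetic read after compound, 140 s after agonist. Technique: kinetic Fluo-8 calcium fluorescence measurement. Measure: % inhibition of agonist calcium response.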
CHRM1 PAM: potentiates human M1 receptor response to acetylcholine; P11229; CHO-K1 hM1, Fluo-8 calcium fluorescence, ACh EC20; 0% = ACh EC20, 100% = maximal ACh; activation, % at 3 µM; 0.088% of 360,000 active; AID 588819; in the data active = activation above about 19%, passing the limit was not always enough
CHO-K1 Ca antag: nonselective inhibitor or artifact in parental CHO-K1 cells; ATP-induced calcium, Fluo-8 fluorescence; inhibition, % at 3 µM; 0.6% of 360,000 active; AID 602250;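 active = inhibition above a per-plate cutoff, the plate's mean sample inhibition plus 3 SD, cut at about 24% in these data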;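 note: 0% = DMSO plus EC80 ATP and 100% = DMSO alone without ATP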
TAAR1 agonist: human TAAR1 agonism | Q96RJ0 | CHO RD-HGA16 TAAR1, Fluo-8 calcium fluorescence; vehicle wells 0%, saturating PEA agonist 100% | activation, % at 3 µM | 0.99% of 360,000 active | AID 624467;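 active = activation above the mean activation of all test compounds in the run plus 3 SD, cut at about 38% in these data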
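test system = CHO RD-HGA16 cells carrying human TAAR1 plus Gα16 | schedule = 17-24 h seeding, 75 min 37 °C dye, 30 min RT | compound dosing = 3 µM single concentration | control set = DMSO and PEA EC100 | replicates = n 1 | signal = Fluo-8 fluorescence, 5 s baseline then 140 s kinetic read | measure = percent activation vs PEA EC100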
CHRM1 antagonist: antagonists of human M1 muscarinic receptor. inhibition, % at 3 µM. AID 588852. CHO-K1 hM1, Fluo-8 calcium fluorescence, ACh EC80 antagonist. 1.3% of 360,000 active;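 active = percent inhibition above its own plate's cutoff, namely the mean of that plate's compound wells plus 3 SD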;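 note: peak over basal fluorescence ratio during 140 s after agonist addition; 0% = ACh EC80 plus DMSO and 100% = DMSO alone without agonist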
M1 PAM parental: nonselective activator or artifact in parental CHO-K1 calcium assay; ATP EC20, Fluo-8 calcium fluorescence; 0% at ATP EC20, 100% at ATP max; activation, % at 3 µM; AID 602247; 0.02% of 360,000 active;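 active = activation above the run cutoff, the mean activation of all test compounds plus 3 SD, cut at about 40% in these data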;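 note: peak over basal fluorescence ratio in a 140 s read after ATP addition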
Active calls of the source: *; / = no result given.

#	compound	M1 PAM parental	TAAR1 antag	M1 ag	CHRM1 PAM	CHO parental Ca	TAAR1 agonist	CHRM1 antagonist	CHO-K1 Ca ag	CHO-K1 Ca antag
1	C=CCON/C(CCC)=C1\C(=O)CC(C)(C)CC1=NC	4	-8	-2	-4	-26	0	8	2.2	-2
2	O=C(Nc1ccccn1)c1ccc2ccccc2n1	16	2	-5	9	-18	-1	-34	-0.2	-4
3	COCCOC(=O)c1c(C)oc2ccc(OC(=O)c3ccc4c(c3)OCO4)cc12	12	37	-3	-3	-5	5	7	1.8	-3
4	CCN1CCN(Cc2ccc(NC(=O)c3ccc(C)c(NC(=O)c4csc(-c5ccncc5)n4)c3)cc2C(F)(F)F)CC1	3	18	-6	-3	-12	1	-4	0.5	-2
5	COc1cccc(OCCCN2CCCCCC2)c1	8	-7	-10	-12	-10	4	11	-0.4	-1
6	CCN(CC(=O)NCc1cccs1)C(=O)c1ccc(NS(=O)(=O)c2ccc(F)cc2)cc1	16	-17	-2	13	4	1	-14	0.0	-4
7	Cc1ccccc1/C=N\NC(=O)c1csnn1	20	3	1	6	6	6	-33	0.6	-4
8	CSc1nnc([C@@H]2CCCN2C(=O)OC(C)(C)C)o1	1	-2	-3	-1	10	2	7	0.0	-1
9	CCn1c(C)nc2cc(C(=O)NN=C(C)c3ccc(C#N)cc3)ccc21	10	-17	1	12	-7	2	-11	0.2	-7
10	COc1cccc(C(C)(O)c2nc(-c3ccc4c(c3)OCO4)cs2)c1 (stereo not given)	15	24	-1	-2	/	-1	3	3.7	-4
11	O=C(Nc1nnc(COc2ccc(Cl)cc2)s1)c1ccc([N+](=O)[O-])cc1	-4	2	-2	4	-16	17	-2	-0.1	-1
12	CCOC(=O)N1CCC2(CC1)C(C#N)=C(N)Oc1c2sc2nc(C)cc(C)c12	22	13	-5	-1	-19	1	10	0.5	-11
13	CCOC(=O)N/N=C/c1cn(Cc2ccccc2Cl)c2ccccc12	3	-21	-4	-4	-19	-3	2	2.7	-3
14	COCCCOc1cc(NCc2ccccc2)c2ncn(C(C)C)c2c1	14	-9	2	17	-19	15	-11	-1.0	-9
15	O=C1O[C@H](CO)[C@@H](O)[C@H](O)[C@H]1O	8	-11	-4	1	/	1	-23	0.4	-5
16	O=C(Nc1cccc(O)c1)C(Cc1ccccc1)N1C(=O)c2cccc3cccc(c23)C1=O (stereo not given)	-4	15	3	15	0	1	-2	0.0	5
17	CC1CCCN(C(=O)CSCC(=O)N=c2sc3ccccc3n2C)C1 (stereo not given)	9	-5	-9	-3	-20	5	-2	1.2	-12
18	O=Cc1cn(-c2ccccc2)nc1-c1cc2ccccc2oc1=O	17	10	-4	-1	10	2	3	0.4	-12
19	COc1cc2nc(CN3CCN(C(C)=O)CC3)[nH]c(=O)c2cc1OC	18	-29	-6	8	0	1	-2	0.3	-6
20	Cc1ccc2c(CSc3nnc4ccccn34)cc(=O)oc2c1C	15	13	-6	4	-6	1	-5	0.8	-2
21	CCC1=NN2C(=N)/C(=C/c3ccc(OS(=O)(=O)c4ccccc4)cc3)C(=O)N=C2S1	-8	/	-6	-3	-11	/	8	-0.2	-1
22	Cc1cccc(COc2ccc(/C=C3/C(=O)N(C)C(=S)N3C)cc2)c1	3	20	-3	-4	3	0	12	-0.2	-4
23	Cc1ccc(/C=N/NC(=O)c2c[nH]c3ccccc23)s1	8	10	2	12	-6	19	-15	-0.2	-4
24	CC(=O)N1CCCc2cc(S(=O)(=O)N3CCCC(C(=O)NCc4ccc(C)cc4)C3)ccc21 (stereo not given)	14	-18	2	-1	-11	4	-4	7.7	-12
25	COC(=O)c1cc(C(=O)Nc2ccc(S(=O)(=O)NC(C)(C)C)cc2)cc([N+](=O)[O-])c1	25	-6	-3	6	-1	16	-3	0.6	-21

Not a retest: an excerpt of the list.
#	compound	M1 PAM parental	TAAR1 antag	M1 ag	CHRM1 PAM	CHO parental Ca	TAAR1 agonist	CHRM1 antagonist	CHO-K1 Ca ag	CHO-K1 Ca antag
8	CSc1nnc([C@@H]2CCCN2C(=O)OC(C)(C)C)o1	1	-2	-3	-1	10	2	7	0.0	-1
9	CCn1c(C)nc2cc(C(=O)NN=C(C)c3ccc(C#N)cc3)ccc21	10	-17	1	12	-7	2	-11	0.2	-7

New compounds follow.
#	compound	M1 PAM parental	TAAR1 antag	M1 ag	CHRM1 PAM	CHO parental Ca	TAAR1 agonist	CHRM1 antagonist	CHO-K1 Ca ag	CHO-K1 Ca antag
26	CC(=O)c1ccc(C(=O)N2CCc3c([nH]c4ccccc34)C2c2cccc(C)n2)s1 (stereo not given)	16	9	-5	1	-18	0	-2	0.7	-15
27	O=C(Cn1[nH]c(=O)c2ccccc2c1=O)NCCN1C(=O)S/C(=C\c2ccccc2)C1=O	11	23	-4	6	-6	6	-5	3.8	-12
28	CCCCn1c(=O)c(CCC(=O)OCC(=O)NC(C)c2ccccc2)nc2ccccc21 (stereo not given)	-12	-14	-7	-3	-13	8	-1	0.6	17
29	CCc1ccc(NC(=O)CN(N=Nc2nonc2C)c2nonc2C)cc1	1	-9	1	6	1	2	-2	0.1	-2
30	CCn1c(SCC(=O)NC(C)(C)C)nnc1-c1ccccn1	7	13	-1	14	-9	3	-20	0.3	-8
31	COC(=O)c1[nH]c2ccc(Cl)cc2c1NC(=O)CN1CCc2cc(OC)c(OC)cc2C1	21	21	-3	8	-10	3	-11	2.4	-4
32	O=C(Nc1ccccc1N1CCCCC1)c1ccc([N+](=O)[O-])o1	-6	-14	-5	7	/	-1	-16	-0.5	7
33	C=CCn1c(SCC(=O)N2CC(=O)Nc3ccccc32)nc2scc(-c3ccccc3)c2c1=O	4	28	-3	-2	-11	11	-17	1.6	-2
34	COC(=O)[C@@]1(Cc2ccc(F)cc2)[C@H]2c3cc(C(=O)N(C)C)n(CCc4c[nH]c5ccc(O)cc45)c3C[C@H]2CN1C(=O)c1ccccc1	18	10	/	/	/	3	/	4.5	-10
35	COC(=O)c1ccc(CSc2nnc(NCc3ccccc3)s2)o1	9	-25	-6	-10	-12	-2	-21	-0.5	-4
36	NC(=O)COC(=O)c1cc(S(=O)(=O)N2CCN(c3ccccc3)CC2)ccc1Cl	15	-12	-3	7	-10	11	-9	2.4	-9
37	COc1ccc(OC(C)C(=O)NC2CC(C)(C)NC(C)(C)C2)cc1 (stereo not given)	6	1	-3	4	4	1	0	0.1	-15
38	COc1ccc2c(c1)c(=O)oc1c(C)c(OCc3ccc(C(=O)O)cc3)ccc12	-2	/	-2	6	-5	/	-7	1.9	-8
39	Nc1nc(=S)c2ncn(C3OC(CO)C(O)C3O)c2[nH]1 (stereo not given)	15	-3	-1	15	-5	-2	-17	-0.5	-9
40	CCc1ccc(N2CC(C(=O)NC3CCCCC3C)CC2=O)cc1 (stereo not given)	4	-14	-3	15	7	-1	-5	-0.3	-15
41	CNc1nc(N2CCc3ccccc32)ncc1F	17	-1	-7	8	-11	2	-10	0.2	-29
42	Cc1cccc(NC(=O)C(C)Sc2nc3nc(C)cc(C)n3n2)c1 (stereo not given)	-1	-1	-1	16	-14	2	-20	0.6	-1
43	CC(C)(C)NC(=O)C(c1ccncc1)N(C(=O)Cn1nnc(-c2ccc(F)cc2)n1)c1ccc(F)cc1 (stereo not given)	16	14	-9	15	0	-2	-10	-0.2	-4
44	Cc1ccc2nsnc2c1NC(=O)c1cncc(Br)c1	-8	1	-3	4	-24	2	-2	0.5	12
45	CCOC(=O)Cn1c(=O)oc2cc(S(=O)(=O)N3CCCc4ccccc43)ccc21	7	3	-8	-5	2	1	5	1.2	2
46	NCC1C2CCC(O2)C1CO (stereo not given)	5	-16	-2	-3	/	1	-4	0.5	1
47	CCN(CC)S(=O)(=O)c1ccc(N2CC(C(=O)NCCC3=CCCCC3)CC2=O)cc1 (stereo not given)	-2	6	-5	-6	-23	5	6	5.8	2
48	O=C(NCc1ccccc1)c1ccc2c(=O)n3c(nc2c1)CCCCC3	-4	13	-4	4	-14	-4	-10	1.0	-4
49	CCCCCCN1C[C@H](n2cc(-c3ccc(F)cc3)nn2)[C@@H](O)C[C@@H]1c1ccccc1	16	-25	-4	6	/	0	-7	1.1	-8
50	COC(=O)c1ccc2[nH]c(CO)c(-c3ccccc3)c2c1	-9	14	-1	1	1	19	0	-0.1	-1
51	COc1ccc(C(=O)C2CCCN(Cc3ccc4nonc4c3)C2)c(C)c1 (stereo not given)	2	-4	-5	-7	-14	0	-22	1.2	-13
52	COC1CCCN(Cc2cn(C)nc2-c2ccc(Oc3ccccc3)cc2)C1 (stereo not given)	14	-19	-6	0	-12	1	-2	0.0	-14
53	CCn1cc(C(=O)NCc2ccncc2)c(=O)c2cc(F)c(N3CCN(C(=O)c4ccco4)CC3)cc21	-5	-8	-1	4	-21	5	-2	2.5	-10
54	NC(=O)c1cccn(Cc2ccc(C(F)(F)F)cc2)c1=O	4	16	3	5	1	4	1	4.4	-3

11 structures out of the list, arranged by length of the SMILES, high to low.
#	compound	M1 PAM parental	TAAR1 antag	M1 ag	CHRM1 PAM	CHO parental Ca	TAAR1 agonist	CHRM1 antagonist	CHO-K1 Ca ag	CHO-K1 Ca antag
53	CCn1cc(C(=O)NCc2ccncc2)c(=O)c2cc(F)c(N3CCN(C(=O)c4ccco4)CC3)cc21	-5	-8	-1	4	-21	5	-2	2.5	-10
49	CCCCCCN1C[C@H](n2cc(-c3ccc(F)cc3)nn2)[C@@H](O)C[C@@H]1c1ccccc1	16	-25	-4	6	/	0	-7	1.1	-8
47	CCN(CC)S(=O)(=O)c1ccc(N2CC(C(=O)NCCC3=CCCCC3)CC2=O)cc1 (stereo not given)	-2	6	-5	-6	-23	5	6	5.8	2
52	COC1CCCN(Cc2cn(C)nc2-c2ccc(Oc3ccccc3)cc2)C1 (stereo not given)	14	-19	-6	0	-12	1	-2	0.0	-14
48	O=C(NCc1ccccc1)c1ccc2c(=O)n3c(nc2c1)CCCCC3	-4	13	-4	4	-14	-4	-10	1.0	-4
42	Cc1cccc(NC(=O)C(C)Sc2nc3nc(C)cc(C)n3n2)c1 (stereo not given)	-1	-1	-1	16	-14	2	-20	0.6	-1
50	COC(=O)c1ccc2[nH]c(CO)c(-c3ccccc3)c2c1	-9	14	-1	1	1	19	0	-0.1	-1
54	NC(=O)c1cccn(Cc2ccc(C(F)(F)F)cc2)c1=O	4	16	3	5	1	4	1	4.4	-3
44	Cc1ccc2nsnc2c1NC(=O)c1cncc(Br)c1	-8	1	-3	4	-24	2	-2	0.5	12
41	CNc1nc(N2CCc3ccccc32)ncc1F	17	-1	-7	8	-11	2	-10	0.2	-29
46	NCC1C2CCC(O2)C1CO (stereo not given)	5	-16	-2	-3	/	1	-4	0.5	1

Source: PubChem BioAssay
